Screening results as filed in PubChem.
Mito fusion yeast: mitochondrial division inhibition or fusion activation; S. cerevisiae fusion-defective mutant growth rescue, CellTiterGlo 48 h; Potency, µM (titrated, usually from 46.1 µM), without a hit: at the top dose growth rescue (activation), actives largely listed as activators; 0.23% of 320,000 active;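 further: potency means the concentration at half of the fitted maximal effect; % of control where 0% means no effect; nearly all actives have a fitted effect of over 45% in size; temperature-sensitive fusion mutants such as fzo1-1 at 37 °C on non-fermentable ethanol glycerol medium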
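Temperature-sensitive fusion-defective S. cerevisiae (e.g. fzo1-1, mgm1-5) were grown with compound in YPEG medium (3% ethanol, 3% glycerol) for 48 hours at 37C. Growth rescue was measured as viability by CellTiterGlo luminescence after 10 minutes at ambient.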
a7 integrin act: activators of alpha7 integrin expression for muscular dystrophy | 0.064% of 350,000 active | AID 624291 | Potency, µM (series often up to 38.3 µM), for the others: top-dose activation, hits mostly activators | alpha7betagal myoblasts, beta-gal FDG fluorescence, 48 h;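 further: potency means the concentration at half of the fitted maximal effect; 100% = response of the positive control SU9516; nearly all actives have a fitted effect of over 60% in size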
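Alpha7betagal+/- myoblasts (passage 13) were plated 16-24 hr, then exposed to compounds (1:260 dilution of DMSO stock) for 48 hours at 37C. After MPER lysis, β-galactosidase reporter activity was read as FDG fluorescence (ex 480/em 540) after 30 minutes.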
MBNL1-CUG inh: inhibitors of human MBNL1 binding to CUG repeat RNA. TR-FRET MBNL1-His/biotin-(CUG)12 binding, 665/545 ratio. 0.036% of 280,000 active. Potency, µM (doses to about 57.5 µM), for the others: top-dose activity change, negative = inhibition, actives largely listed as inhibitors. Q9NR56; active means well fitted inhibition curve with a large enough effect in the signal ratio, with a control signal flat, not every such curve was filed as active; inconclusive means small, poorly fitted or top-dose-only effect, or effect the other way, or a change in a side signal; inactive means no such curve, though single readings can be large or run the other way; the % refers to the signal ratio; further: potency means the concentration at half of the fitted maximal effect; on the % scale 0 is the no-effect control and ±100 the full control effect
Target sequence (Q9NR56 whole entry, looked up): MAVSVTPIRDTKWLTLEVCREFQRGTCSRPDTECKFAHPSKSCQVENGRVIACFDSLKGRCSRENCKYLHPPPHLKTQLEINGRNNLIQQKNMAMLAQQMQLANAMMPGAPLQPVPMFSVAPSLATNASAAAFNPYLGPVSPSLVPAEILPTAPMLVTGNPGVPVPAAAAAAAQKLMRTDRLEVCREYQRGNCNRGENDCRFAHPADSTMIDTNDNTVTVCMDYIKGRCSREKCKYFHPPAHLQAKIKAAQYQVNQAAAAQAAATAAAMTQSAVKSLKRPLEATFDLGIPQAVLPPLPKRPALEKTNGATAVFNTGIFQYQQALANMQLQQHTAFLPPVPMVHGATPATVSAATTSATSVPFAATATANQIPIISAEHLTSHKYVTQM
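His-tagged MBNL1 binding to biotinylated (CUG)12 RNA was measured by TR-FRET using terbium anti-His antibody (0.055 ng/ul final) and streptavidin-XL665 (5 nM final). Compounds were titrated 92 nM to 58 uM; 60 min at room temperature.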
A-T KAP1 phos: potential ataxia-telangiectasia treatments restoring KAP-1 phosphorylation. […] A-T fibroblasts, KAP-1 phosphorylation AlphaLISA; neocarzinostatin DNA damage 30 min before lysis. AID 485349. 0.19% of 320,000 active. Potency, µM (highest dose often 57.5 µM), inactives show at the top dose activation, usual class: activators; further: potency means the concentration at half of the fitted maximal effect; % of control where 0% means no effect; nearly all actives have a fitted effect of over 45% in size
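ATM-like activity read as KAP-1 phosphorylation via AlphaLISA donor/acceptor antibody pairs after lysis and 6 hr at 25C. Cells were ATM-null patient fibroblasts ([…], hTERT), dosed 60 min, then exposed to the DSB inducer NCS for 30 min.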
TCR act: T cell receptor activation. Potency, µM (highest dose often 9.22 µM), without a hit: at the highest dose activation of IL-2 secretion, most hits filed as activators. primary human leukocytes, anti-CD3, IL-2 HTRF, 48 h. 330,000 tested, under 10 active; further: % of control where 0% means no effect
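Primary human leukocytes incubated 48 hr with anti-CD3 beads plus compound, without co-stimulation. Secreted IL-2 measured by HTRF (europium cryptate/d2 anti-IL-2 pair, 320 nm excitation, 665 nm emission).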
TSHR antagonist: antagonists of human thyroid stimulating hormone receptor; P16473; TSHR-expressing cells, TSH-stimulated cAMP HTRF, 2 h; hits give low values; activity change, negative = inhibition, % at 11.5 µM; 0.2% of 330,000 active;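 active means activity change below a set negative limit, meaning inhibition stronger than a set level, cut at about -70% in these data; inconclusive means activity change between two set negative limits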; further: on the % scale 0 is the no-effect control and ±100 the full control effect
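Freshly harvested TSHR cells receive pin-tooled compound, then EC80 TSH at 4nM final. After 2 hours at 37 deg C, antibody in lysis buffer and cAMP-d2 are added; 30 minutes at ambient temperature precede the HTRF read.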
PTAP TSG101 blk: blocks PTAP/TSG101 interaction to inhibit HIV-1 budding; 340,000 tested, under 10 active; Q99816; Fluorescence polarization, FITC-PTAP peptide / Tsg101 binding; Potency, µM (titrated, usually from 115 µM), for inactives: at the highest dose activity change, negative = inhibition, usual class: inhibitors; active means well fitted inhibition curve with a large enough effect in the main read-out, with a control signal flat, not every such curve was filed as active; inconclusive means small, poorly fitted or top-dose-only effect, or effect the other way, or a change in a side signal; inactive means no such curve, though single readings can be large or run the other way; further: potency means the concentration at half of the fitted maximal effect; % of control where 0% means no effect
Target sequence (Q99816 whole entry, looked up): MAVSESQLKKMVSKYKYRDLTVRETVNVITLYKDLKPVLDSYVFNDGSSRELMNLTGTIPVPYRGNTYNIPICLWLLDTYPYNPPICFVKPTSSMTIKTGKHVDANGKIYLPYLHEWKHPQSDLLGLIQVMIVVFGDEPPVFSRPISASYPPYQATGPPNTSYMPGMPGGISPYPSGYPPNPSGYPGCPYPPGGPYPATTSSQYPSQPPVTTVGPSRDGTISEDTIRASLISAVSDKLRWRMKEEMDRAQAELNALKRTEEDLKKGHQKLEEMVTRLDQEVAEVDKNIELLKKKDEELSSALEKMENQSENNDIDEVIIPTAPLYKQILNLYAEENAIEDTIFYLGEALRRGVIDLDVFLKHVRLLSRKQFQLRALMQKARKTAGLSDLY
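Compounds were pin-transferred onto Tsg101 binding domain (10 uM final) in HEPES pH 7.5 buffer, then FITC-PTAP peptide was added at 50 nM final. After 20 min at RT, polarization reported peptide displacement across a qHTS concentration series.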
CXXC DNA block: MLL CXXC-DNA interaction inhibition; Potency, µM (doses to about 115 µM), for inactives: at the highest dose activity change, negative = inhibition, most hits filed as inhibitors; MLL-CXXC / FITC-HOXA9 DNA fluorescence polarization; 0.037% of 290,000 active; active means well fitted inhibition curve with a large enough effect in the polarisation, with a control signal flat, not every such curve was filed as active; inconclusive means small, poorly fitted or top-dose-only effect, or effect the other way, or a change in a side signal; inactive means no such curve, though single readings can be large or run the other way; the % refers to the polarisation; further: potency means the concentration at half of the fitted maximal effect
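Purified MLL-CXXC (added from a 7 uM solution) was preincubated 5 min at ambient with pinned compounds in 50 mM Tris-HCl pH 7.5, 50 mM NaCl, 1 mM DTT, 0.05% BSA. Fluorescein-labeled HOX-A9 DNA (50 nM solution) followed, 30 min, then polarization read.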
Menin-MLL TR inh: displaces Texas Red mutant MLL peptide from human menin; Menin + Texas Red MLL mutant peptide, fluorescence polarization; Potency, µM (titrated, usually from 61.6 µM), inactives show top-dose FP activity change, negative = inhibition, actives largely listed as inhibitors; 0.23% of 270,000 active; active means well fitted inhibition curve with a large enough effect in the polarisation, with a control signal flat, not every such curve was filed as active; inconclusive means small, poorly fitted or top-dose-only effect, or effect the other way, or a change in a side signal; inactive means no such curve, though single readings can be large or run the other way; the % refers to the polarisation; further: potency means the concentration at half of the fitted maximal effect; % of control where 0% means no effect; many of its hits are not listed in these tables
ASM inhibitor: inhibitors of human secretory acid sphingomyelinase. placental ASM, HMU-PC fluorogenic substrate, 60 min. 0.006% of 340,000 active. Potency, µM (top dose mostly 57.5 µM), without a hit: top-dose activity change, negative = inhibition, actives largely listed as inhibitors. P17405. AID 504937; further: potency means the concentration at half of the fitted maximal effect
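qHTS format. ASM enzyme prepared from human placenta hydrolyses the fluorogenic substrate HMU-PC0 (9 uM final) over 60 min at 37 °C after a 10 min compound preincubation.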
The depositor's hits bear a star; u = inconclusive; x = not tested or not shown; [ ] = dose if it differs, or a comment. Unless noted, the call rests on the fitted dose curve; in most records, active means well fitted curve in the direction sought with a large enough effect; inconclusive means small, poorly fitted or top-dose-only effect, or another doubt; inactive means no such curve, though single readings can be large; an effect the other way counts as inactive or inconclusive.

SMILES	Mito fusion yeast	a7 integrin act	MBNL1-CUG inh	A-T KAP1 phos	TCR act	TSHR antagonist	PTAP TSG101 blk	CXXC DNA block	Menin-MLL TR inh	ASM inhibitor
O=C(c1ccccc1)C1C(=O)c2ccccc2C1=O	1%	-4%	u	-4%	4%	-6	-1%	2%	8%	0%
C[C@H](NC(=O)C1CC(=O)N(c2ccc3c(c2)OCO3)C1)C(=O)NC1CCCCC1 (some centres undefined)	2%	-24%	6%	-2%	1%	-9	-5%	-5%	-3%	-2%
CCN1CCN(C(=S)Nc2ccc3nc(N4CCN(CC)CC4)cc(C)c3c2)CC1	-1%	-41%[inhibitor]	x	1%	1%[46.1 µM]	-3	0%	5%	-18%	90%[activator]
CCCCNc1nc(-c2ccccc2)nc(-n2ccnc2)n1	0%	10%	-6%	x	8%	33	0%	5%	3%	-2%
O=C(CN1C(=O)NC2(CCCC2)C1=O)NCC1CCCO1 (centres undefined)	-1%	5%	0%	-2%	0%	-4	-1%	1%	3%	0%
Cc1cccc(NC(=O)N2CCC(NC(=O)c3ccco3)CC2)c1	27%	-1%	-4%	15%	-6%	14	-3%	u	-8%	2%
O=C(NC(O)C(=O)c1ccc(F)cc1)c1ccc(F)cc1 (centres undefined)	6%	-30%	-1%	-2%	-15%	9	-2%	-4%	30%[activator]	0%
O=C(NCc1ccco1)c1ccc(N2CCCCC2)c([N+](=O)[O-])c1	11%	-1%	x	0%	0%[46.1 µM]	-7	-5%	19%	5%	-2%
Cc1ccccc1-c1noc(N)c1C#N	5%	-42%	3%	-4%	-2%	5	0%	-1%	-9%	2%
NC(=O)C1CCN(C(=O)c2ccc(-c3ccccc3)cc2)CC1	3%	10%	1%	5%	1%	-10	-2%	10%	x	4%
CC(C)[C@H]1CN=C2N(C[C@H](C)NC(=O)CCC3CCCCC3)[C@H](Cc3ccc(O)cc3)CN21	-9%	16%	-7%	16%	-4%	1	x	17%	x	-1%
O=C(Nc1ccc(CN2CCOCC2)cc1)c1cccc(F)c1	-4%	-17%[7.66 µM]	u	1%	x	7	-1%	1%	14%	-1%
O=C(NNC(=O)c1ccccc1-c1ccccc1C(=O)O)c1cccc([N+](=O)[O-])c1	-1%	35%	x	2%	0%[46.1 µM]	-2	0%	6%	-1%	1%
COCCCNC(=O)Cn1cc(C(=O)C2CC2)c2ccccc21	-6%	8%	u	-7%	x	14	-3%	-3%	8%	-1%
Cc1cccc(-c2nc(C#N)c(N3CCC(C)CC3)o2)c1	-2%	u	-5%	7%	-10%	5	-2%	4%	4%	4%
CCOC(=O)C(=O)N/N=C/c1ccc(F)cc1	4%	24%	0%	12%	-9%	2	-2%	5%	x	-1%
COc1cccc(C(=O)NCC2CCCN(C(=O)c3ccc(C=O)cc3)C2)c1OC (centres undefined)	0%	18%	4%	3%	-6%	-8	2%	u	9%	0%
COc1ccc(NC(=O)c2ccccc2SC)cc1OC	0%	2%	-1%	-1%	5%	-9	-1%	-3%	-1%	-1%
CC(=O)Nc1ccc(OCC(O)Cn2c(C(C)C)nc3ccccc32)cc1 (centres undefined)	-4%	-32%	5%	5%	2%	-2	-4%	9%	-1%	1%
COc1ccc(Br)cc1S(=O)(=O)Nc1ncccc1C	-1%	0%	8%	1%	3%	5	-3%	12%	6%	0%
CC(C)[C@H](NC(=O)c1ccccc1F)C(=O)Nc1ccc2c(c1)OCO2	10%	-15%	x	8%	8%	18	0%	x	x	1%
COc1ccccc1C(=O)NC(=O)Nc1nc(-c2ccccc2)cc(C(F)(F)F)n1	0%	-2%	-6%	18%	-16%	2	-3%	-13%	x	-3%
Cc1c(C(=O)N(C)Cc2ccccc2)oc2ccc(S(=O)(=O)N3CCCC3)cc12	-1%	0%	-1%	6%	0%	15	-6%	4%	-15%	-1%
CCOc1ccccc1N1CCN(C(=O)c2cc(-c3cccnc3)nc3c(Cl)cccc23)CC1	2%	-10%	-2%	5%	3%	6	-2%	13%	x	-1%
COc1ccccc1CN1CC(C(=O)N(C)Cc2nc(C)cs2)CCC1=O (centres undefined)	3%	0%	-4%	5%	10%	5	-1%	-13%	x	1%
CCSc1nnc(NC(=O)CSc2nc3c(c(=O)n2CC)SC(C)C3)s1 (centres undefined)	0%	4%	-2%	5%	5%	6	0%	-3%	u	0%
COCCn1c(-c2cccc([N+](=O)[O-])c2)nc2c1c(=O)[nH]c(=O)n2Cc1ccccc1	-3%	0%	x	-2%	5%[46.1 µM]	-8	0%	2%	9%	1%
Cc1ccc(C2=Nc3c(ccc4ccccc34)C(c3ccncc3)=NN2)cc1	u	-69%[inhibitor]	17%	-2%[11.5 µM]	-9%	56	-4%	-8%	10%	-7%
CCc1ccc(NC(=O)c2ccc(S(=O)(=O)NCc3cccnc3)cc2)cc1	-6%	9%	-13%	0%	0%	-15	-5%	-5%	11%	-5%
CCOc1ccc(C(=O)Nc2cccc3cccnc23)cc1	0%	2%	0%	-4%	x	-5	1%	44%[activator]	-18%	-4%
CC(=O)NO	x	x	x	x	11%	x	-4%	7%	-9%	-1%
CCOC(=O)[C@H]1CCC[C@@H](NS(=O)(=O)c2ccc(NC(C)=O)cc2)C1	4%	-22%	2%	4%	2%	-16	-2%	3%	-9%	-1%
CN1CCCCCC1=Nc1ccc([N+](=O)[O-])cc1	x	-17%	x	x	-2%	x	0%	x	x	2%
CCOc1ccc(NC(=O)CCC(=O)NNC(=O)c2ccco2)cc1	3%	8%	-4%	2%	x	11	-4%	9%	-13%	-2%
O=C(Nc1ccc(O)c(-c2nc3ccccc3s2)c1)c1cc(=O)c2ccccc2o1	1%	2%	x	-1%	-2%[46.1 µM]	11	1%	16%	3%	-1%
O=C(Nc1nncs1)c1cccc(S(=O)(=O)N2CCCC2)c1	-1%	21%	-8%	0%	3%	-4	-3%	-5%	30%[activator]	-3%
CCOCCCNC(=O)c1cc2c(s1)-c1ccccc1SC2	-10%	32%	24%	-9%	-2%	0	0%	-5%	14%	17%
CCN(CC)c1ccc(S(=O)(=O)N2CCOCC2)cc1NC(=O)COC(=O)/C=C/c1ccccc1	x	-14%	x	x	36%	x	-4%	x	x	-5%
COc1ccc(CCNC2CC(=O)N(CCc3ccc(OC)c(OC)c3)C2=O)cc1 (centres undefined)	-6%	10%	-1%	3%	3%	-3	0%	6%	-1%	5%
CCCc1cc(=O)[nH]c(SCC(=O)NC(=O)c2ccccc2)n1	1%	18%	-2%	4%	0%	1	-2%	6%	13%	1%
Cn1nc(-c2ccc(C(=O)N3CCN(Cc4ccccc4)CC3)cc2)c2ccccc2c1=O	-5%	-50%[inhibitor]	2%	-5%	8%	-12	-9%	5%	0%	3%
COc1ccc(Cl)cc1NC(=O)CSc1nnc(-c2ccncc2)n1CC1CCCO1 (centres undefined)	-4%	-12%	3%	1%	0%	-6	-11%	1%	-13%	-1%
Cn1c(=O)c2sccc2n2c(CCCC(=O)NCc3ccco3)nnc12	0%	14%	-8%	9%	-17%	3	-4%	2%	1%	1%
COCCN(Cc1nc2ccccc2c(=O)[nH]1)C(=O)COc1c(C)cc(Cl)cc1C	0%	-42%	x	5%	4%	6	-3%	x	x	-12%
Nc1cc(=O)nc(SCC(=O)Nc2ccccc2Cl)n1-c1ccccc1	20%	0%	-1%	0%	2%	6	-1%	-2%	5%	1%
Cc1ccc(CC(=O)N2CCN(C(=O)C3CCCO3)CC2)cc1 (centres undefined)	0%	u	2%	7%	-2%	7	-2%	15%	x	1%
Cc1cccc[n+]1CC(=O)Nc1ccc([N+](=O)[O-])cc1	-2%	5%	u	19%	-2%	-8	-4%	7%	0%	-1%
CCC(C)(C)n1nnnc1C(c1ccc(OC)c(OC)c1)N1CCN(c2ccc(F)cc2)CC1 (centres undefined)	5%	-7%	u	x	4%[46.1 µM]	14	-7%	26%	-8%	-3%
O=C1CN(C(=O)COC(=O)CNC(=O)c2ccc(Cl)cc2)c2ccccc2N1	-4%	21%	2%	0%	2%	-5	-6%	4%	0%	5%
Cc1cc(C)c(C)c(S(=O)(=O)N2CCCN(C)CC2)c1C	-14%	-19%	-7%	-1%	3%	11	-3%	6%	-22%	6%
O=C(NCCN1CCCC1)c1ccc2c(c1)N(Cc1ccccc1)C(=O)c1ccccc1S2(=O)=O	-3%	-52%[inhibitor]	4%	4%	-5%	-10	0%	3%	x	2%

The list is partial. The share of hits here may be higher or lower than overall.
